Screening results (PubChem)
Shn3 inh set2 – reduces Shn3 3'UTR luciferase signal in osteoblasts. hit rate 0.52% among 360,000. inhibition, % at 12.5 µM. Clone20 osteoblast Shn3 3'UTR firefly luciferase, 24 h. AID 588674;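 active = mean inhibition of at least 75% with every replicate also reaching 75%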;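 also: 0% = median of neutral control wells and 100% = pilot-screen positive control compound; some compounds past the cut are filed as inactive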
HIF-2a block – HIF-2a inhibition; 786-0 RCC cells HIF-2a reporter, luciferase luminescence, overnight; inhibition, % at 18.8 µM; hit rate 0.72% among 360,000;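 active = inhibition of the luminescence signal of 40% or more relative to plate controls, in a single-dose primary screen at 18.75 µM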
aDG glyco act – increases alpha dystroglycan glycosylation. Pro5-aDG cells, alpha-DG glycosylation AlphaScreen (IIH6); 0% Pro5, 100% B10-LARGE cell signal. hit rate 0.22% among 360,000. activation, % at 10 µM;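 active = activation of at least 8% versus controls, or a plate z-score of at least 8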;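 also: Pro5 are CHO cells carrying HIG-tagged alpha-DG that lacks glycosylation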
NR2E3 ag-1 – human photoreceptor-specific nuclear receptor agonism; hit rate 0.35% among 360,000; inhibition of corepressor binding, % at 3.98 µM; AID 602229; CHO-S Gal4-NCOR/VP16-NR2E3 two-hybrid, luciferase;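 active = inhibition above the mean of all tested compounds plus 3 SD, cut at about 70% in these data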;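 also: 0% = DMSO with NR2E3 transfected cells and 100% = cells lacking NR2E3 construct; higher means lower luciferase signal from less NR2E3 corepressor binding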
Target sequence (Q9Y5X4 whole entry, looked up, the tested form may be a part): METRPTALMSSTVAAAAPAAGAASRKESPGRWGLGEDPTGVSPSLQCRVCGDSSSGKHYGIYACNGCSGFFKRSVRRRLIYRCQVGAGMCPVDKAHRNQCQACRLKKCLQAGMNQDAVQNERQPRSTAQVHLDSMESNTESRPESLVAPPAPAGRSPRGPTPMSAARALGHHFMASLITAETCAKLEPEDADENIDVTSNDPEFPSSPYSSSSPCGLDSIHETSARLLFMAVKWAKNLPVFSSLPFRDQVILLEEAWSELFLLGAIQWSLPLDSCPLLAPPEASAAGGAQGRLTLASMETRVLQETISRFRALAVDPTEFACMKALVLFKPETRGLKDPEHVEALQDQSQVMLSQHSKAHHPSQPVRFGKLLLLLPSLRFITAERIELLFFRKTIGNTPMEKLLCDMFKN
CF NFkB block – cystic fibrosis NF-kB activation inhibition | KKLEB NF-kB-GFP reporter, PAF-induced, GFP fluorescence overnight | inhibition, % at 5 µM | hit rate 0.86% among 360,000;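 active = at least 50% inhibition at 5 µM, scaled per plate between neutral and stimulator controls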;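 also: PAF is a Pseudomonas aeruginosa culture filtrate used as stimulus; plate controls were PAF-stimulated DMSO wells for no effect and unstimulated DMSO wells for full effect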
TRPM1 prom inh – inhibitors of MITF-driven TRPM1 promoter in melanoma cells. inhibition, % at 12.5 µM. SK-MEL-5 TRPM1 promoter luciferase, 24 h. hit rate 0.83% among 330,000;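 active = mean inhibition across replicates of 60% or more, whatever share of single replicates reaches that level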; also: values of inactives mirror those of a sister screen read the other way
KKLEB cytotox – CF airway cell cytotoxicity counter-screen | activity change (cytotoxicity), % at 5 µM | AID 602141 | hit rate 0.36% among 360,000 | KKLEB CF airway cells viability, ATPlite luminescence, overnight; stronger effect = lower value; cells stimulated with P. aeruginosa culture filtrate;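 active = corrected activity change at or below -50% at 5 µM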
Peg3 promoter – Peg3 promoter activity inhibition | HeLa PEG-Prom luciferase reporter, luminescence, overnight | inhibition, % at 20 µM | hit rate 1.7% among 360,000 | AID 588405;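 active = inhibition of at least 50% at 20 µM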
NR2E3 ag-2 – agonists of human nuclear receptor NR2E3. GST-NR2E3/biotin-RetCOR TR-FRET, 1536-well. inhibition of corepressor binding, % at 4.78 µM. Q9Y5X4. hit rate 0.12% among 320,000. AID 2300;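 active = percent inhibition above the cutoff of mean plus 3 SD of all tested compounds, set per screening campaign, cut at about 20% in these data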;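 also: 0% = DMSO wells and 100% = biotin wells as full block of FRET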
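system = GST-tagged NR2E3 plus biotinylated RetCOR corepressor | input = 1.35 nM GST-NR2E3 | also added = 7 nM biotin-RetCOR | schedule = 5 h incubation at 4 °C | measured by = TR-FRET with europium anti-GST and streptavidin-D2, 340 nm excitation | read-out = percent loss of FRET ratio relative to control wells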
TWEAK Fn14 block – TWEAK-Fn14 signaling inhibition | inhibition, % at 10 µM | hit rate 2% among 360,000 | TWEAK-stimulated Fn14 reporter cells, luciferase luminescence, 8 h | AID 1159606; in the data active = inhibition above about 50%
iPSC survival up – hiPSC single-cell survival enhancement; ATPlite luminescence; 100% = ROCK inhibitor wells, 0% = DMSO; survival enhancement, % at 20 µM; hit rate 0.044% among 360,000; AID 602274; in the data active = survival enhancement above about 18%;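 also: cells exposed to compounds for 16 hours before the ATP read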
An asterisk follows results filed as active; nt = not tested or not shown.

SMILES | Shn3 inh set2 | HIF-2a block | aDG glyco act | NR2E3 ag-1 | CF NFkB block | TRPM1 prom inh | KKLEB cytotox | Peg3 promoter | NR2E3 ag-2 | TWEAK Fn14 block | iPSC survival up
COc1cc(C)ccc1OCc1cc(C(=O)N2CCCCCC2)no1 | 8 | -149 | 0.0 | -82 | -10 | -30 | 10 | -96 | nt | -21 | 1.4
CCCN(CCC)CCNC(=O)C1c2ccccc2C(=O)N2CCc3ccccc3C12 (stereo not drawn) | -3 | 0 | -0.3 | 7 | -9 | 0 | 1 | -4 | 0 | 10 | 0.1
CCn1c(NC(=O)c2cccs2)nc2ccccc21 | -21 | -94 | -0.1 | -23 | -13 | -4 | -3 | -101 | 0 | -8 | -0.3
Cc1cc(=O)nc2c3ccccc3n(CC(=O)NCCC3=CCCCC3)n12 | 7 | 11 | 0.2 | -9 | -9 | 8 | 2 | 15 | 5 | 12 | 0.7
CCc1nc(-c2ccc(OC)c(OC)c2)cc2cc(OC)c(OC)cc12 | -21 | 17 | 0.0 | -3 | 11 | -8 | -15 | 8 | 0 | -5 | 1.1
COc1cc2c(cc1OC)C(c1cc3cc4c(cc3[nH]c1=O)OCO4)N(C(=O)C(C)C)CC2 (stereo not drawn) | -25 | -17 | -0.1 | -13 | -8 | 2 | -5 | 15 | 4 | -3 | -1.0
Cc1ccccc1NC(=O)CSc1nc(N2CCCCC2)nc(N2CCCCC2)n1 | 72 | 7 | -0.2 | 1 | 15 | -1 | -11 | 2 | -2 | 3 | -0.2
COc1cc(NC(=O)c2cc3sccc3n2C)cc(OC)c1 | -55 | -285 | 0.2 | -88 | -29 | -72 | 7 | -186 | -3 | -4 | -2.1
O=C(Nc1ccccc1OC(F)F)c1ccc(-n2cncn2)c([N+](=O)[O-])c1 | -9 | -10 | 0.0 | -8 | -16 | -2 | -3 | 1 | 1 | -1 | -0.1
CCC(C)[C@H](N)c1nnc(SCc2cccc(F)c2)o1 (stereo partly drawn) | 4 | -14 | -0.1 | -19 | -8 | -9 | 8 | 10 | 2 | -42 | 0.1
COc1ccccc1N(C)S(=O)(=O)c1ccc(C(=O)Nc2cc(OC)c(OC)c(OC)c2)cc1 | 7 | 11 | -0.5 | -15 | -18 | 1 | 5 | 25 | nt | 31 | 2.9
N#Cc1c(NC(=O)c2ccccc2)sc2c1CCC2 | -41 | -220 | -0.2 | -360 | -15 | -41 | -7 | -251 | -2 | 30 | -1.2
Cc1cc(Nc2ccccc2N2CCOCC2)n2ncnc2n1 | -3 | 9 | -0.5 | 8 | -73 | -1 | 7 | 10 | 0 | 1 | 5.1
O=C(Nc1nnc(S(=O)(=O)N2CCCCCC2)s1)c1ccc(Cl)cc1 | 10 | 8 | 0.4 | 3 | 9 | 9 | -7 | 26 | 5 | 13 | -0.5
Cc1ccc2c(CC(=O)OC(C)C(=O)NCc3ccc4c(c3)OCO4)coc2c1 (stereo not drawn) | -1 | 11 | 0.0 | -6 | 5 | -3 | 15 | 4 | 1 | -6 | -0.1
O=C(CCCSc1nc2ccccc2[nH]1)Nc1nnc(C2CC2)s1 | 23 | 9 | 0.0 | -25 | 15 | -2 | -6 | -13 | 6 | -6 | -0.6
COc1ccc(C2c3[nH]c4ccccc4c3CCN2C(=O)c2ccc(=O)n(C)n2)c(F)c1 (stereo not drawn) | -2 | -74 | -0.4 | -28 | -5 | -13 | -3 | -47 | 1 | -13 | 3.6
Cc1cc(C(C)(C)C)oc1C(=O)N1CCN(C(=O)c2oc(C(C)(C)C)cc2C)CC1 | 2 | -14 | 0.4 | -11 | 19 | 5 | -9 | -1 | nt | -37 | 1.8
COc1cc(-c2coc3c(C(=O)Nc4ccc(C(C)C)cc4)cccc23)ccc1O | -31 | -167 | 0.3 | -161 | 14 | nt | -23 | -126 | nt | -71 | -1.5
O=[N+]([O-])c1ccc(CN2CCN(Cc3c[nH]c4ccccc34)CC2)cc1 | -1 | 12 | 0.8 | -18 | 23 | 2 | -19 | -8 | 2 | 0 | -1.2
CCOC(=O)C(=O)NC(C)c1ccccc1 (stereo not drawn) | 5 | 4 | 0.9 | 0 | -13 | -5 | 7 | 12 | 1 | -4 | -3.5
CN1CCN(c2nc3c(c(=O)[nH]c(=O)n3C)n2CCCSc2ncccn2)CC1 | -14 | 11 | 0.1 | -10 | 2 | 5 | -4 | 18 | -5 | -24 | 5.3
N=c1n(CCCOc2ccccc2Cl)c2ccccc2n1CC(N)=O | nt | -7 | -0.2 | 11 | 0 | 31 | -6 | 29 | -3 | -14 | -0.4
C[C@H](NC(=O)c1[nH]cnc1C(=O)N[C@H](C)c1ccccc1)c1ccccc1 | -10 | 15 | 0.2 | -30 | 8 | -1 | -2 | 12 | 2 | -12 | -2.9
Cc1cc(C)c2nc(-c3ccccn3)cc(C(=O)Nn3cnnc3)c2c1 | 11 | -6 | 0.2 | -5 | 2 | 19 | 10 | 4 | 2 | -6 | -0.7
CN(c1ccc(OCC(=O)Nc2cc(Cl)ccc2C(=O)O)cc1)S(=O)(=O)c1ccc(F)cc1 | -16 | 6 | 0.1 | 25 | 2 | 17 | -14 | 17 | nt | 20 | -0.3
COc1ccc(-c2cc(C#N)nc(NN)n2)cc1 | -1 | 15 | -0.1 | -26 | -9 | 3 | 15 | 13 | -5 | 4 | 0.2
CC(C)Oc1ccc(C(=O)OC(C)C(=O)Nc2nc(-c3cccc([N+](=O)[O-])c3)cs2)cc1 (stereo not drawn) | -9 | -36 | 0.1 | -9 | 10 | -4 | -5 | -23 | 2 | 19 | 1.0
COc1cc(C(=O)ONC(=O)c2ccc(OC(F)F)cc2)cc(OC)c1OC | 1 | 9 | 0.0 | -15 | 0 | 11 | 12 | 4 | 2 | -31 | -0.4
O=C(C[C@@H]1C[C@@H]2c3cc(NC(=O)C4CCOCC4)ccc3O[C@@H]2[C@H](CO)O1)NCc1ccccn1 | 0 | 14 | -0.1 | -58 | 27 | nt | -11 | -13 | nt | -3 | 0.9

The list goes on (three carried over from the part before).
SMILES | Shn3 inh set2 | HIF-2a block | aDG glyco act | NR2E3 ag-1 | CF NFkB block | TRPM1 prom inh | KKLEB cytotox | Peg3 promoter | NR2E3 ag-2 | TWEAK Fn14 block | iPSC survival up
CC(C)Oc1ccc(C(=O)OC(C)C(=O)Nc2nc(-c3cccc([N+](=O)[O-])c3)cs2)cc1 (stereo not drawn) | -9 | -36 | 0.1 | -9 | 10 | -4 | -5 | -23 | 2 | 19 | 1.0
COc1cc(C(=O)ONC(=O)c2ccc(OC(F)F)cc2)cc(OC)c1OC | 1 | 9 | 0.0 | -15 | 0 | 11 | 12 | 4 | 2 | -31 | -0.4
O=C(C[C@@H]1C[C@@H]2c3cc(NC(=O)C4CCOCC4)ccc3O[C@@H]2[C@H](CO)O1)NCc1ccccn1 | 0 | 14 | -0.1 | -58 | 27 | nt | -11 | -13 | nt | -3 | 0.9
CCCCCN(C(=O)CCC(=O)OCC(=O)N(C)Cc1ccccc1C)c1c(N)n(CCCC)c(=O)[nH]c1=O | -4 | -3 | -0.1 | 10 | -14 | 5 | -5 | -14 | -2 | 14 | 0.9
O=C(Cc1ccc(F)cc1)NCCS(=O)(=O)N1CCN(c2ccccc2)CC1 | -16 | 10 | 0.3 | 22 | 29 | 11 | 9 | 3 | -3 | 24 | -0.1
O=C(O)c1ccc(OS(=O)(=O)c2cccc(C(F)(F)F)c2)cc1 | 5 | 10 | -0.1 | -28 | -6 | -2 | 1 | 6 | 4 | 1 | -0.5
COC(=O)/C=C1\NCCNC1=O | 12 | 8 | -0.1 | -27 | 10 | 3 | -14 | 13 | -1 | -8 | -0.6
Cc1ccc(S(=O)(=O)N2CCC(C(=O)Nc3ccccc3N3CCCC3)CC2)c(C)c1 | 25 | -1 | 0.3 | -6 | 0 | 3 | -22 | 17 | 0 | -10 | -0.1
CC(C)C(c1nnnn1Cc1ccccc1)N1CCC(C(N)=O)CC1 (stereo not drawn) | 0 | 4 | 0.0 | -39 | -5 | 9 | 4 | -2 | -1 | 3 | -2.6
CN(C)CCSc1nc(N)c2c3c(sc2n1)COC(C)(C)C3 | 11 | 7 | 0.1 | -22 | 14 | 1 | -3 | 10 | 7 | -1 | 6.4
O=C(NCCN1CCCC1)c1ccc2c(c1)N(Cc1ccccc1)C(=O)c1ccccc1S2(=O)=O | 7 | 12 | 0.3 | 8 | 3 | -14 | -17 | 3 | -3 | -8 | -0.4
CCOC(=O)N1CCC(NC(=O)c2oc3c(C)c(C)ccc3c2C)CC1 | -1 | -51 | 0.3 | 6 | 9 | -9 | -19 | -20 | 1 | -24 | -0.4
COc1ccc(N2CCN(C(=O)COC(=O)Cc3ccc(F)cc3)CC2)cc1 | 2 | 2 | -0.1 | -5 | 0 | -6 | -14 | -5 | 3 | -2 | -0.5
COc1ccc(S(=O)(=O)n2ccnc2C)c(C)c1C | -22 | 12 | -0.1 | -7 | -3 | 1 | 6 | 11 | 5 | -7 | 1.2
CC1(C(=O)NCCC#N)CCN1C(=O)c1ccccc1CCc1ccccc1 (stereo not drawn) | -2 | 7 | -0.1 | -33 | 3 | nt | 5 | -2 | nt | 14 | 0.7
COc1ccc(NC(=O)C[C@H]2C(=O)N(c3ccc(OC)cc3)C[C@@H]2CSC)cc1 | -8 | -11 | -0.1 | 10 | -12 | nt | 6 | 7 | nt | -6 | 0.9
C/C(=N\N1C(C)CCCC1C)c1ccccc1O (stereo not drawn) | -6 | 13 | -0.1 | -25 | 16 | -21 | -12 | 0 | 4 | 2 | -0.4
COc1ccc(-c2cc3cc(C(=O)O)ccn3c2C(=O)c2ccccc2)cc1 | 7 | 17 | -0.1 | 8 | 8 | 1 | 14 | 4 | -3 | 8 | 0.5
O=C(Nc1cccc(F)c1)c1ccco1 | -41 | -88 | -0.2 | -32 | -12 | -22 | 0 | -59 | 1 | -19 | 0.2
Cc1c(Cl)cccc1NC(=S)N1CCCN(Cc2ccccc2F)C1 | 10 | -29 | 0.2 | 4 | 4 | 0 | 0 | -47 | -2 | 10 | -0.7
COC1(OC)N=C(N)C2(C#N)C(c3ccc(F)cc3)C12C#N (stereo not drawn) | 1 | 12 | -0.1 | -2 | -1 | -13 | 10 | 3 | 0 | -10 | 0.7
COc1ccc(Cc2noc(-c3ccc(C)cc3)n2)cc1 | -43 | -296 | -0.1 | -54 | 1 | -27 | 0 | -180 | 0 | -6 | 0.7
O=c1cc(CSc2ccc(S(=O)(=O)N3CCCCC3)cn2)nc2sccn12 | 6 | 12 | -0.1 | -13 | 12 | 6 | 0 | 21 | 0 | 5 | 1.4
Cc1cc(SCC(=O)c2cccs2)n2nc(C)c(-c3ccc(Cl)cc3)c2n1 | 11 | 37 | -0.2 | 13 | 27 | 16 | -15 | 31 | 1 | 37 | 1.2
CC1(C)OC(=O)C(=CNC(CO)C(=O)O)C(=O)O1 (stereo not drawn) | -14 | 10 | 0.2 | 16 | -5 | -3 | 7 | 8 | -2 | -7 | -1.2
CCn1c(SC)nnc1C1CCN(S(=O)(=O)c2ccc(OC)cc2)CC1 | 9 | 6 | 0.4 | -20 | 3 | 0 | -10 | 10 | 1 | -7 | -2.1
